D2 PAM: positive allosteric modulators of human D2 dopamine receptor | P14416 | HEK293 T-REx D2, calcium flux, EC20 dopamine potentiation | potentiation, % at 10 µM | actives 0.34% (n = 340,000) | AID 485347;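 active = potentiation over 3 SD above the plate norm, cut at about 30% in these data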; note: 0% is about no effect
Target sequence (P14416 whole entry, looked up): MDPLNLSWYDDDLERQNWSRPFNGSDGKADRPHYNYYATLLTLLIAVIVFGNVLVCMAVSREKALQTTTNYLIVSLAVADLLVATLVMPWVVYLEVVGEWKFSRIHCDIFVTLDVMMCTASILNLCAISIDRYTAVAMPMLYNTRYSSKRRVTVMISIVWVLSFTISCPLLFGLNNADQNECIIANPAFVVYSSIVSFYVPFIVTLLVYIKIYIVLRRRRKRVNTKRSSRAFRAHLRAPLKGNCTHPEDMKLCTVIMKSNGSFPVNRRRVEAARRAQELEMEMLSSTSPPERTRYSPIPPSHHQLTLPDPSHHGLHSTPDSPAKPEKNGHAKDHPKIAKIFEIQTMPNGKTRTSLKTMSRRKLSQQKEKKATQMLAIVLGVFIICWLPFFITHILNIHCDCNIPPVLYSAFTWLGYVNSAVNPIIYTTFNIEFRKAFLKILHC
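Cells plated with tetracycline inducer and held overnight at 30 C; calcium dye loaded 30–90 min at room temperature; baseline taken, compound added and read 180 s; EC20 dopamine then added and read 180 s.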
RXFP1 antag: blocks the human relaxin receptor RXFP1. Q9HBX9. HEK293-RXFP1, relaxin-stimulated cAMP HTRF, 30 min; stronger effect = lower value. activity change, negative = inhibition, % at 57.5 µM. actives 0.59% (n = 350,000). AID 1259400;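 active = activity change of -60% or lower, but not beyond a set lower limit; inconclusive = change between -60% and -40%, or beyond the set limit; inactive = change above -40%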; note: % is set by controls: 0 for no effect and ±100 for the full control effect
TRHR ag: activates the human TRH receptor. P34981. TRHR cells, calcium flux fluo-8, FDSS agonist mode. activation, % at 2 µM. actives 0.18% (n = 360,000). AID 493084; note: 0% is about no effect
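Read-out: compound-evoked intracellular calcium rise in TRHR cells, fluo-8 dye, kinetic FDSS fluorescence at 1 s/cycle following a 10-cycle baseline. Cells cultured overnight before dye loading (30 min–1.5 h, RT).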
TRHR enhancer: allosterically enhances the human TRH receptor; AID 493056; enhancement, % at 2 µM; TRHR cells, fluo-8 calcium fluorescence, EC20 TRH enhancement; actives 0.66% (n = 360,000); in the data active = enhancement above about 30%; note: 0% is about no effect
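TRHR-expressing cells loaded with fluo-8 calcium dye were read kinetically (ex 480/em 530) during compound addition, then stimulated with an EC20 of TRH (10 nM final). Enhancement of the Gq-mediated intracellular calcium response was scored.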
D1 agonist: activates the human D1 dopamine receptor; P21728; HEK293 T-REx D1 cells, calcium flux, agonist mode; activation, % at 2 µM; actives 1% (n = 360,000); note: 0% is about no effect
Target sequence (P21728 whole entry, looked up): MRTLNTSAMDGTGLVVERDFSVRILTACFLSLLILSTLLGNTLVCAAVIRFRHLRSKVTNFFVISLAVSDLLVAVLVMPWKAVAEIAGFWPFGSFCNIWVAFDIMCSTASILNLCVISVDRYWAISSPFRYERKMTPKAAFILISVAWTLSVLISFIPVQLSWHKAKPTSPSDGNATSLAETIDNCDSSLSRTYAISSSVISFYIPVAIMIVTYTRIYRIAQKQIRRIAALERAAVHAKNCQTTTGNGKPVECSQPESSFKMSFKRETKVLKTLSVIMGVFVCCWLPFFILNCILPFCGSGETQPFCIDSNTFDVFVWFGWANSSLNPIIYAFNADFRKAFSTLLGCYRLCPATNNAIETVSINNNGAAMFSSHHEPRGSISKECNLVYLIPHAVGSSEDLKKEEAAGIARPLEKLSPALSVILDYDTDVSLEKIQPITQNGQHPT
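Tetracycline-induced HEK293 TREx D1 cells, force-coupled to calcium signalling, were dye-loaded with a no-wash calcium kit. Compound was pin-added after a 10 s baseline. Fluorescence was read kinetically at 1 cycle/s for 180 s, with calcium rises flagged as agonism.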
D1 antagonist: human D1 dopamine receptor antagonism; HEK293 TREx D1 cells, calcium flux, dopamine EC80; stronger effect = lower value; activity change, negative = inhibition, % at 10 µM; actives 3.2% (n = 360,000); in the data active = activity change below about -30%; note: % is set by controls: 0 for no effect and ±100 for the full control effect
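Using tetracycline-induced force-coupled D1 Hek293 cells and a calcium dye, signals were followed for 180 s after compound, then for 180 s after EC80 dopamine, to detect inhibitors.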
D2 ag: D2 dopamine receptor (human) agonism. HEK293 T-REx D2 cells, calcium flux agonist mode. activation, % at 2 µM. actives 0.53% (n = 340,000);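 active = activation over 3 SD above normal in the single-dose calcium agonist read, cut at about 30% in these data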; note: 0% is about no effect
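Agonism scored from kinetic calcium signal (1 read/sec, 180 s) following compound pin transfer, after a 10 s baseline. Cells: HEK293 Trex line expressing inducible D2 receptor coupled to calcium, dye-loaded after overnight culture at 30 C.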
D1 potentiator: human D1 dopamine receptor positive modulation | actives 0.036% (n = 360,000) | potentiation, % at 10 µM | HEK293 TREx D1 cells, calcium flux, dopamine EC20 potentiation | P21728; in the data active = potentiation above about 30%; note: 0% is about no effect
D2 antag: antagonizes the human D2 dopamine receptor; actives 2% (n = 340,000); HEK293 TREx D2 cells, calcium flux, dopamine EC80; inhibition, % at 10 µM; in the data active = inhibition above about 30%; note: 0% is about no effect
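Tetracycline-induced HEK293 TREx cells expressing D2 receptor forced-coupled to calcium signalling, loaded with no-wash calcium dye. Compounds added and calcium flux read 180 s, then dopamine added at EC80 and read a further 180 s.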
Numbers without * were called inactive; ? = inconclusive; / = not tested or not shown. Cut-off read from the data, not from the text of the source, unless noted: active = activation above about 30%; inactive = the rest.

SMILES	D2 PAM	RXFP1 antag	TRHR ag	TRHR enhancer	D1 agonist	D1 antagonist	D2 ag	D1 potentiator	D2 antag
CC1(c2ccccc2)NC(=O)N(CC(=O)Nc2ccccc2N2CCCCC2)C1=O (stereo not drawn)	6.0	-0.2	2.1	7.6	18.3	37.7	2.3	1.4	3.3
COc1ccc(N=Cc2c(O)n(-c3ccc(OC)cc3)c(=O)c3ccccc23)cc1	1.2	5.9	-2.5	-5.2	0.8	21.2	-0.1	-1.6	3.7
CSCCC(NS(=O)(=O)c1ccc(Cl)cc1)C(=O)OCC(=O)c1ccc(F)cc1 (stereo not drawn)	-0.7	-11.6	1.4	-10.8	-0.4	-3.7	0.7	-4.8	-9.5
Cc1ccccc1C(=O)OC(C)C(=O)NCc1ccc2c(c1)OCO2 (stereo not drawn)	-4.1	-1.9	0.4	3.1	8.0	-11.9	-1.2	/	5.1
CSCCC(=O)Nc1nc(-c2ccccn2)cs1	-3.5	-13.4	0.3	-3.3	3.7	-1.1	0.5	-1.9	14.4
CC(C)CC1NC(=O)N(CC(=O)Nc2cc(F)ccc2F)C1=O (stereo not drawn)	-7.8	2.3	0.0	1.3	0.9	-1.1	0.2	-2.6	-7.8
Cc1ccc(-c2ccc(/C=N/n3cnnc3)o2)cc1	-8.4	10.8	-0.4	16.7	4.7	0.1	0.7	-4.2	1.0
COc1ccc(CCC(C)NC(=O)Cc2ccc(OC)c(OC)c2)c(OC)c1 (stereo not drawn)	0.9	13.3	-0.5	10.6	18.6	-8.0	-1.5	-3.3	8.6
COc1ccc(COC(=O)c2cccc(S(=O)(=O)N3CCN(C(C)=O)CC3)c2)cc1	16.1	-9.7	0.7	2.3	15.4	-20.8	0.8	1.4	3.3
COc1cccc(-c2cc(C(F)(F)F)nc(NCc3ccco3)n2)c1	-2.7	?	-0.2	1.3	0.0	-7.4	0.6	-2.9	5.2
COCCNC(=O)Nc1ccc2c(c1)N(C)C(=O)CS2	22.5	-1.3	-0.3	-0.8	1.7	5.8	0.6	2.4	3.8
N#Cc1ccc(C(=O)Nc2cccc(NC(=O)c3ccco3)c2)c(F)c1	-5.0	-25.8	0.9	1.2	4.4	-1.8	0.5	-5.3	-1.4
CCC(=O)N1CCCc2cc(S(=O)(=O)N3CCCc4ccccc43)ccc21	/	1.8	2.3	-4.0	-0.4	11.8	/	-1.9	/
COc1ccc(/C=N/S(=O)(=O)c2ccccc2)cc1OC	4.9	8.3	0.2	12.3	1.7	16.9	1.5	-3.0	-13.1
C[C@H](NC(=O)c1ccco1)C(=O)NCCc1ccc(S(N)(=O)=O)cc1	5.6	22.8	0.9	-1.1	0.4	4.6	0.3	-3.1	-4.3
Cc1ccc(CN2CCN(C3CCCC3)C(CCO)C2)s1 (stereo not drawn)	-27.6	2.4	0.2	22.6	3.5	-23.0	-0.2	-4.9	2.8
O=c1c2ccccc2c(C=Nc2cccc(S(=O)(=O)NC3=NCCCCC3)c2)c(O)n1Cc1ccccc1	3.1	0.7	0.8	1.6	0.9	-0.7	1.6	1.8	-9.2
C=C(C)C(=O)Nc1cccc(C2=NOC3(C2)C[C@H](C(N)=O)N(C(=O)c2ccccc2C(=O)c2ccccc2)C3)c1 (stereo partly drawn)	1.3	/	-1.2	4.7	0.2	1.2	-0.7	4.1	20.8
O=C(CCS(=O)(=O)c1ccccc1)Nc1cccc2c1C(=O)NC2=O	3.7	-15.2	0.4	11.1	1.7	7.6	1.5	7.0	13.3
Cc1c(C(=O)NC(=S)NCc2cccnc2)oc2ccccc12	-7.0	3.3	0.4	7.0	0.5	-14.2	1.9	-0.3	5.6
COc1ccc(NC(=O)NCCc2c[nH]c3ccccc23)c(OC)c1	-0.8	-12.9	-0.8	-7.3	0.1	4.6	-0.4	-7.0	-0.3
COCCN(C(=O)c1ccc(-c2ccc([N+](=O)[O-])cc2)o1)c1c(N)n(CC(C)C)c(=O)[nH]c1=O	/	-9.8	-0.3	5.4	6.2	-10.9	/	1.8	/
CCCCNC(=O)CSc1nc2cc(OC)c(OC)cc2c(=O)n1Cc1ccc(OC)cc1	0.2	-4.4	-0.2	1.8	1.3	1.4	0.8	-3.9	7.2
O=C(c1ccc(OC2CCN(Cc3ccc(C(F)(F)F)cc3)CC2)cc1)N1CCCCC1	4.6	3.4	0.2	-6.6	1.9	-16.1	-0.4	1.4	3.4
CCCc1[nH]nc2c1C(C1CC=CCC1)C(C#N)=C(N)O2 (stereo not drawn)	-6.3	-5.8	-0.5	-3.0	0.4	35.0	-1.4	-1.1	7.1
COc1ccc(C(=O)NNC(=O)C2CCCO2)cc1 (stereo not drawn)	-1.8	1.6	-0.6	-1.8	0.3	-31.2*	1.0	-3.0	9.5
CCN=C1SC(C(N)=O)CC(=O)N1CC (stereo not drawn)	4.3	9.9	1.0	0.2	3.3	2.0	0.3	-2.5	-5.3
Cc1ccc(C)c(S(=O)(=O)N2CCN(C(=O)CCc3nc4ccccc4c(=O)[nH]3)CC2)c1	21.4	-9.2	-0.2	-0.6	0.3	5.3	-0.1	-0.7	-2.0
CCN1CCN(S(=O)(=O)c2cccc(S(=O)(=O)N3CCOCC3)c2)CC1	-10.6	-11.9	0.7	-6.6	2.4	11.5	0.4	0.8	-2.6
COc1cccc(Nc2nc(-c3cccc(N4C(=O)c5ccccc5C4=O)c3)cs2)c1	0.6	-6.1	0.5	0.6	0.6	2.4	-0.9	-5.6	-4.0

Single entries from the list.
For TRHR enhancer, CCN1CCN(S(=O)(=O)c2cccc(S(=O)(=O)N3CCOCC3)c2)CC1 is entered as -6.6
For D1 agonist, COc1cccc(Nc2nc(-c3cccc(N4C(=O)c5ccccc5C4=O)c3)cs2)c1 is entered as 0.6

2 compounds from above, limited to D1 potentiator and RXFP1 antag:
| compound | D1 potentiator | RXFP1 antag |
| --- | --- | --- |
| CCCCNC(=O)CSc1nc2cc(OC)c(OC)cc2c(=O)n1Cc1ccc(OC)cc1 | -3.9 | -4.4 |
| O=C(c1ccc(OC2CCN(Cc3ccc(C(F)(F)F)cc3)CC2)cc1)N1CCCCC1 | 1.4 | 3.4 |

Later entries.
SMILES	D2 PAM	RXFP1 antag	TRHR ag	TRHR enhancer	D1 agonist	D1 antagonist	D2 ag	D1 potentiator	D2 antag
Cc1ccc(N(C)C(=O)n2cnc3ccccc32)cc1	0.9	-6.5	-1.4	0.7	4.9	-0.9	0.7	-7.7	10.6
CC(OC(=O)c1cccc(S(=O)(=O)N2CCCCC2)c1)C(=O)NC1CCCCC1C (stereo not drawn)	1.5	-7.2	-0.4	-1.2	-0.8	-8.2	0.3	-9.0	5.4
COc1cc2cnc(-c3ccccc3)c(-c3ccc([N+](=O)[O-])cc3)c2cc1OC	13.9	/	-0.1	3.6	-4.3	/	-0.8	2.7	-6.8
COC(=O)c1n[nH]nc1-c1ccccc1	9.1	1.5	0.1	3.4	3.8	-4.6	-0.4	0.8	16.8
O=C(COC(=O)C(Cc1ccccc1)NC(=O)c1ccc(Cl)cc1)c1ccc(Cl)cc1 (stereo not drawn)	-2.3	-6.1	-0.3	-2.6	9.7	-26.1	0.1	-7.5	10.9
O=C(CNS(=O)(=O)c1ccc(Br)s1)N1CCCC1	-2.5	2.0	0.7	-5.5	3.6	1.4	0.2	0.7	-3.8
CN(CC(=O)O)S(=O)(=O)c1ccc2c(c1)n(C)c(=O)c(=O)n2C	-15.4	-8.5	0.2	5.2	3.3	-1.2	27.2	-5.8	-15.3
COc1ccc(NC(=O)Cn2c(=O)cc(C)c3c(C)nn(-c4cccc(Cl)c4C)c32)cc1OC	7.6	/	-0.4	0.3	0.1	1.6	0.1	-4.8	/
CC(C)C[C@H](NC(=O)c1nc[nH]c1C(=O)NCC(=O)OC(C)(C)C)C(=O)OCc1ccccc1	9.3	/	-0.6	0.5	1.3	-14.4	-0.3	1.0	19.8
CCSC1=N/C(=C/c2ccsc2)C(=O)N1c1ccccc1	13.1	-11.8	0.3	-2.1	5.2	-72.0*	1.5	-11.5	3.8
N/C(=N\OC(=O)c1ccc(Cl)cc1)c1ccc(Cl)cc1	0.4	-1.0	-1.2	13.1	2.1	-0.2	0.0	2.8	-18.6
COc1ccc(CN2CCN(Cc3ccccc3)C(CCO)C2)cc1OC (stereo not drawn)	-5.6	-6.6	-0.1	2.2	3.2	3.0	-0.7	-0.4	-7.5
O=C(Nc1cccc(C(=O)N2CCOCC2)c1)c1ccc([N+](=O)[O-])cc1	-3.7	2.3	-0.6	3.5	-0.4	6.4	39.4*	5.0	-1.2
CCN1CCN(S(=O)(=O)c2ccc(OC)c3ccccc23)CC1	-5.4	-4.2	1.1	-1.1	3.2	6.0	0.2	-1.9	-12.3
CC(C)(C)NS(=O)(=O)c1ccc2nc(NC(=O)Cc3cccs3)sc2c1	6.6	1.4	4.1	8.5	8.9	22.4	/	-3.9	/
Nc1ccc2nc(SCC(=O)c3ccccc3)sc2c1	18.4	-10.6	-0.1	-2.7	1.7	-5.2	-1.0	1.6	4.8
COCCNC(=O)c1cccc(NC(=O)C2=C(C)OCCS2)c1	5.9	-3.7	-1.4	-3.8	1.5	-4.2	-0.5	4.0	5.0
CC(=O)c1sc(N/N=C\c2ccc(C)cc2)nc1C	-5.3	-0.4	0.7	5.2	-0.3	-54.7*	0.0	-9.9	-3.5
COC(=O)c1sccc1NC(=O)Nc1cccc(C(C)=O)c1	12.0	-0.9	0.2	6.8	0.7	2.8	-0.5	-6.6	2.7
Cn1c2ccccc2c(=O)c2cc(C#CC3=CCCCC3)ccc21	9.8	/	0.2	-0.6	-2.0	/	0.8	-4.7	-8.8
O=C(COc1ccc(Cl)cc1)NCCCNC(=O)c1cccnc1	4.8	0.9	0.4	0.7	2.7	8.6	0.8	/	17.7
O=C(CN1C(=O)S/C(=C\c2ccccc2F)C1=O)NC1C=CS(=O)(=O)C1 (stereo not drawn)	-6.6	-15.8	0.2	-5.1	3.4	-6.2	0.3	-7.3	10.3
O=C(CN1C(=O)CCSc2ccc(S(=O)(=O)N3CCCC3)cc21)NCc1ccccc1Cl	-4.3	6.0	-0.1	-1.0	2.1	-15.3	0.4	-4.1	-1.8
COc1ccc(C)cc1NC(=O)C1CCN(S(=O)(=O)c2ccc3c(c2)NC(=O)CO3)CC1	-29.7	3.4	-0.1	-6.4	0.6	-1.5	0.5	-11.6	11.4
O=C(CCN1C(=O)/C(=C/c2ccc3c(c2)OCO3)SC1=S)NNC(=O)c1cccnc1	-5.5	-2.2	0.0	2.9	2.2	-7.2	0.1	0.7	-8.7
CCOC(=O)c1ccc(NC(=O)COc2ccccc2CNC2CCCC2)cc1	-17.5	-19.8	2.5	2.5	24.5	-36.2*	0.2	-7.2	-4.4

No enrichment for hits (roughly 7.3% active in at least one column).
